PostGolgi yeast = growth inhibition of a yeast mutant, post-Golgi transport screen | post-Golgi transport phenotypic cell assay | inhibition, % at 10 µM | hit rate 0.9% among 98,000;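 note: yeast cells grown in 1536-well plates; yeast grown about 18 h at 30C before absorbance read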
DAT uptake mod = human DAT dopamine uptake with cocaine, either direction. hit rate 1.3% among 110,000. AID 449768. LLC-PK1 hDAT cells, [14C]-dopamine uptake with cocaine IC80; actives deviate in either direction. Q01959. B-score at 10 µM;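 active = Z score or B-score, a plate-position-corrected score, falls beyond the plate's 99.7% confidence bounds, in either direction; inactive = both scores lie inside the 99.7% bounds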;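 note: scored against the spread of the other compound wells on the same plate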
E coli WT exp = E. coli BW25113 growth inhibition, expanded screen; OD600 absorbance; growth inhibition, % at 100 µM; hit rate 0.15% among 98,000; AID 710;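 active = growth inhibition above about 50% at one test dose, limit read from the data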;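 note: growth measured after 20 h incubation at 37 °C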
LYP act = increases human PTPN22 phosphatase activity; recombinant LYP, DiFMUP fluorescence; 0 = plate median, 100 = signal doubled; activation, % at 2 µM; hit rate 0.11% among 96,000; AID 697;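 active = activation at 2 µM above a set limit, the mean plus 5 SD, cut at about 37% in these data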
Target sequence (Q9Y2R2 whole entry, looked up): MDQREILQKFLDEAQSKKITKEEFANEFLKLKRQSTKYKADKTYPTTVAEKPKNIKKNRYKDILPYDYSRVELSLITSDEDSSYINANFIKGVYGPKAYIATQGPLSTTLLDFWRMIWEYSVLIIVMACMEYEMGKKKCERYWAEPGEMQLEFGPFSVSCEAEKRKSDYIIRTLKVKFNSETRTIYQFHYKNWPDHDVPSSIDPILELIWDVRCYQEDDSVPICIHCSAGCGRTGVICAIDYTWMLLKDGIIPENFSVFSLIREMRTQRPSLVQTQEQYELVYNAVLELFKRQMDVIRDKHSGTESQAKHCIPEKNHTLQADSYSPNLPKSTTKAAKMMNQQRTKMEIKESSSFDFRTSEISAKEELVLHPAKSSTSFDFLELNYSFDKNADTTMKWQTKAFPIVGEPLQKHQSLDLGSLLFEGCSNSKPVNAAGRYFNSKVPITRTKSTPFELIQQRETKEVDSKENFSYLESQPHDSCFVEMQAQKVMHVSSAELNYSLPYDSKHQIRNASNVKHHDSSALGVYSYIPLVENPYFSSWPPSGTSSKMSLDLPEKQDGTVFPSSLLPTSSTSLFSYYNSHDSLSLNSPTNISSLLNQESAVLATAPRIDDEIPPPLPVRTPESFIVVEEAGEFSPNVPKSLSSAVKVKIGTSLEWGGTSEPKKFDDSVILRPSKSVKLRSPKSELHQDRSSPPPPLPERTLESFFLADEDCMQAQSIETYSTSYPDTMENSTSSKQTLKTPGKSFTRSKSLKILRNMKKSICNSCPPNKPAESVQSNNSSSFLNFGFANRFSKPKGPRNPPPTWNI
LYP inh 2 = LYP (human) phosphatase inhibition; hit rate 0.21% among 96,000; inhibition, % at 2 µM; Q9Y2R2; recombinant LYP catalytic domain, DiFMUP fluorescence;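 active = inhibition at 2 µM at or above a set limit, the screen mean plus 3 SD, cut at about 24% in these data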;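 note: 0% = DMSO with enzyme and 100% = enzyme fully blocked by orthovanadate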
PTK2B oligo ant = antagonists of human Pyk2 oligomerization; Q14289; AID 1347419; Q293 cells, Pyk2 FERM NanoBiT luminescence; active compounds read low; hit rate 0.83% among 99,000; z-score (the deposit names both 25 µM and 10 µM);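 active = Z-score of -3 or lower, scaled per plate to the spread of control and sample wells; inactive = z-score above -3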;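 note: negative z-score means lost luminescence so less FERM oligomerization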
CYP2C9 act = increases human cytochrome P450 2C9 activity. P11712. recombinant CYP2C9, luciferin-H conversion, luminescence; active compounds read high; factor 1 = untreated enzyme, 0 = blocked. activation factor at 5 µM. hit rate 1.4% among 96,000;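 active = activation factor of 2 or more for CYP2C9 at a 5 µM dose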;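 note: 0 = sulfaphenazole-blocked wells and 1 = vehicle-only wells; values of inactives mirror those of a sister screen read the other way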
PostGolgi ctrl = growth of the yeast control strain, post-Golgi counter-screen. inhibition, % at 10 µM. efflux-deficient yeast background strain, growth absorbance A615, 16 h. AID 738. hit rate 5% among 98,000
CYP2C9 inh = blocks human cytochrome P450 2C9; P11712; CYP2C9 Supersomes, luciferin-H conversion, luminescence; inhibition, % at 5 µM; hit rate 20% among 96,000;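 active = blocking of liver enzyme CYP2C9 beyond about 50% at 5 µM, limit read from the data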; note: values of inactives mirror those of a sister screen read the other way
Numbers without * were called inactive; · = no result given. Cut-off read from the data, not from the text of the source, unless noted: active = inhibition above about 30%; inactive = the rest.

The line under a structure holds: PostGolgi yeast | DAT uptake mod | E coli WT exp | LYP act | LYP inh 2 | PTK2B oligo ant | CYP2C9 act | PostGolgi ctrl | CYP2C9 inh
CCc1cc2c(=O)n(-c3ccccc3)c(=S)[nH]c2s1
    2 | -0.89 | -10 | -3 | 6 | -0.12 | 0.9 | 4 | 8
CC(=O)N1C(=O)N(C(C)=O)C2C1N(C(C)=O)C(=O)N2C(C)=O (centres undefined)
    -1 | -0.012 | 5 | 7 | -6 | 0.74 | 0.9 | 1 | 12
CNS(=O)(=O)c1ccc(NC(=O)c2nc3nc(C)cc(C(F)F)n3n2)cc1
    -7 | -0.13 | 2 | -8 | 8 | · | 1.3 | -8 | -26
COc1ccc(C(C(=O)NC2CCCC2)N(CCN(C)C)C(=O)c2snc(C(N)=O)c2N)cc1 (centres undefined)
    -4 | -0.71 | 1 | 27 | -31 | -0.31 | 1 | -7 | -4
CC(=O)Nc1ccc2c(c1)N(C(=O)CN(C)C)c1ccccc1CC2
    -4 | -0.046 | -10 | 8 | -7 | 0.25 | 0.9 | 23 | 14
CCOC(=O)CNS(=O)(=O)c1ccc(C(=O)O)cc1
    -19 | 0.44 | -8 | 0 | 0 | 0.55 | 1 | 22 | 5
O=C(Nc1cccnc1)c1ccc2c(c1)OCO2
    10 | -0.33 | 1 | -3 | 6 | 0.68 | 0.8 | 23 | 18
CCOc1cccc(NC(=O)CSc2nc(C)c3c(c2C#N)CCCC3)c1
    -6 | -0.5 | -4 | -4 | 6 | 2.3 | 0.8 | -1 | 16
Cc1ccccc1-c1ccc(Nc2ccc(N3CCOCC3)cc2)nn1
    -8 | 0.58 | 3 | -17 | 14 | 0.03 | 0.4 | 0 | 58*
CC(=O)Nc1ccc(Oc2sc(C(=O)c3ccccc3)c(N)c2C#N)cc1
    14 | 0.4 | -6 | 4 | -2 | -1.7 | 1 | 17 | 1
OCCN1CCN(C(c2cccs2)c2ccc3cccnc3c2O)CC1 (centres undefined)
    -7 | 0.34 | 15 | -3 | 2 | · | 1 | 14 | 0
CCOC(=O)c1c(-c2cccs2)csc1NC(=O)CCCC(=O)O
    -3 | 0.11 | -4 | 2 | -2 | 1.2 | 0.6 | 14 | 40
COc1cc(OC)nc(NC(=O)NS(=O)(=O)c2ccc(OC(F)(F)F)cc2)n1
    3 | 0.73 | 13 | -8 | 7 | 0.42 | 0.9 | 25 | 8
O=C(Nc1nncs1)c1ccc(Br)c(S(=O)(=O)N2CCCC2)c1
    -5 | 0.87 | 1 | -1 | 0 | -1.7 | 0.8 | 10 | 16
Cc1cc(N2CCN(c3ccccc3)CC2)nc(NCc2ccccc2)n1
    1 | -0.55 | -4 | -6 | 3 | 0.21 | 0.9 | 47* | 14
CN(CC(=O)Nc1nc2ccc(F)cc2s1)S(=O)(=O)c1ccc(Cl)cc1
    3 | -0.67 | -19 | -12 | 10 | -1.4 | 1.2 | -7 | -18
CCOC(=O)CCc1c(C)c2ccc(OCC(=O)OC(C)C)cc2oc1=O
    -3 | -0.64 | -2 | 1 | -1 | 0.33 | 0.8 | 26 | 25
O=C1C2C(C(=O)N1CCc1ccccc1)C1C=CC2C12CC2 (centres undefined)
    1 | 0.8 | 1 | -44 | 45* | 0.55 | 0.7 | 14 | 29
Cc1cc(C)cc(-n2c(C)cc(/C=N/NC(=O)c3cccc([N+](=O)[O-])c3C)c2C)c1
    3 | 0.22 | -11 | 6 | -11 | -0.8 | 0.5 | 15 | 53*
CCOc1ccc(Cl)cc1S(=O)(=O)n1nnc2ccccc21
    4 | 2.2 | 6 | 3 | -6 | -0.19 | 2* | -3 | -104

No new results follow: an excerpt of the list.
The line under a structure holds: PostGolgi yeast | DAT uptake mod | E coli WT exp | LYP act | LYP inh 2 | PTK2B oligo ant | CYP2C9 act | PostGolgi ctrl | CYP2C9 inh
CCOC(=O)c1c(-c2cccs2)csc1NC(=O)CCCC(=O)O
    -3 | 0.11 | -4 | 2 | -2 | 1.2 | 0.6 | 14 | 40
COc1cc(OC)nc(NC(=O)NS(=O)(=O)c2ccc(OC(F)(F)F)cc2)n1
    3 | 0.73 | 13 | -8 | 7 | 0.42 | 0.9 | 25 | 8

Other records follow.
The line under a structure holds: PostGolgi yeast | DAT uptake mod | E coli WT exp | LYP act | LYP inh 2 | PTK2B oligo ant | CYP2C9 act | PostGolgi ctrl | CYP2C9 inh
COCCOC(=O)c1c(C)oc2ccc(OCc3cc(C(=O)OC)oc3C)cc12
    -2 | 0.091 | -1 | 8 | -8 | -0.37 | 0.4 | 5 | 56*
c1ccc2[nH]c(CN3CCN(c4ncnc5c4oc4ccccc45)CC3)nc2c1
    8 | 0.64 | -6 | -1 | 0 | -0.75 | 0.4 | 11 | 55*
O=C(c1ccccc1)N1CCC(O)(c2cccnc2)CC1
    12 | -0.47 | -1 | 4 | -6 | 1.5 | 0.7 | 2 | 30
CCCCCCn1c(N2CCC(C(N)=O)CC2)nc2c1c(=O)n(C)c(=O)n2C
    -6 | -0.65 | 19 | -3 | 2 | 1.2 | 1 | -6 | -4
COc1cccc(C(=O)CN2C(=O)C(C)(C)Oc3ccc(C(=O)N4CCCCCC4)cc32)c1
    -9 | 0.51 | -7 | · | · | -0.94 | 0.3 | 18 | 67*
CCOc1ccc(N=C2NC(=O)C(CC(=O)O)S2)cc1 (centres undefined)
    -17 | -0.063 | -5 | 0 | -2 | 0.21 | 0.9 | 10 | 8
O=C1OC(c2ccccc2)=N/C1=C\N1CCCCC1
    3 | 1.4 | 2 | -6 | 3 | 1.1 | 1 | 13 | -2
Cc1cccc2cc(C#N)c(NCCNS(=O)(=O)c3ccc4c(c3)OCCO4)nc12
    7 | -0.0029 | -4 | -4 | 2 | 0.35 | 0.4 | 25 | 57*
O=C(CSc1nnc(CSc2nc3ccccc3s2)o1)NC1CCCCC1
    17 | -0.025 | -10 | · | · | 0.46 | 1.5 | 7 | -54
O=C(c1cnc2c(c1)COc1ccc(Cl)cc1-2)c1ccccc1O
    · | -0.034 | · | 23 | -24 | -1.1 | · | · | ·

Entries listed so far marked active in CYP2C9 act:
| mol | DAT uptake mod | LYP act | LYP inh 2 | PTK2B oligo ant | CYP2C9 act | CYP2C9 inh |
| --- | --- | --- | --- | --- | --- | --- |
| CCOc1ccc(Cl)cc1S(=O)(=O)n1nnc2ccccc21 | 2.2 | 3 | -6 | -0.19 | 2* | -104 |

(further entries)
The line under a structure holds: PostGolgi yeast | DAT uptake mod | E coli WT exp | LYP act | LYP inh 2 | PTK2B oligo ant | CYP2C9 act | PostGolgi ctrl | CYP2C9 inh
CCSc1nn2c(=O)c3ccccc3nc2s1
    2 | 0.43 | -1 | 2 | -2 | -0.93 | 0.5 | -4 | 49
COc1ccccc1N1C(=O)CCC1(C#N)c1ccccc1 (centres undefined)
    -10 | -0.96 | -2 | -5 | 9 | -0.66 | 1 | 14 | 4
CC(C)C(NC(=O)OCc1ccccc1)C(=O)NCC(=O)OC(C)(C)C (centres undefined)
    -3 | -0.0039 | -2 | 4 | -4 | 1.4 | 0.9 | -9 | 14
COC(=O)CSc1nnc(CNS(=O)(=O)c2ccc(C)cc2)n1C
    0 | -1.1 | 0 | -22 | 21 | 0.46 | 1.1 | 1 | -12
COC(=O)C1=C(C)N(c2ccc(C)c(C)c2)/C(=C/c2cccs2)C1=O
    4 | -0.0027 | 2 | -8 | 5 | -2.3 | 1 | 19 | 4
O=c1cc(Cn2ccnc2)c2cc3c(cc2o1)CCC3
    6 | -0.6 | 4 | -4 | 3 | -0.97 | 0.5 | 0 | 48
Cc1ccc2c(c1)N(CCCC(=O)NCCC1=CCCCC1)C(=O)CO2
    3 | -0.01 | -7 | 5 | -7 | 0.05 | 0.4 | 25 | 58*
CCCOc1ccc(/C=N/NC(=O)C2CCCN2S(=O)(=O)c2ccc(Cl)cc2)cc1 (centres undefined)
    -2 | -0.016 | -2 | -5 | 3 | 0.08 | 0.6 | 24 | 41
c1ccc(-c2ccc(OCCCn3cncn3)cc2)cc1
    97* | -0.18 | 3 | -17 | 16 | -0.07 | 0.3 | 89* | 71*
CCOC(=O)CC1C(=O)NCCN1C(=O)c1cccc(C(F)(F)F)c1 (centres undefined)
    4 | -0.51 | 0 | -7 | 11 | -0.42 | 1 | 3 | 3
COc1cccc(C(=O)N2CCN(Cc3ccco3)CC2)c1OC
    -4 | 0.24 | -3 | -3 | 1 | 0.72 | 1.3 | 0 | -28
CCCOc1cccc(-c2nnc(N)s2)c1
    -4 | 1.3 | 9 | -2 | 1 | -0.61 | 1 | 3 | 0
CCCOc1ccc(Cc2nn[nH]n2)cc1
    0 | -1.5 | -5 | · | · | 1 | 0.7 | 14 | 25
Cc1ccc(C(=O)Cn2nnc3c(sc4nc5c(c(-c6ccccc6)c43)CCC5)c2=O)cc1
    0 | 0.2 | -13 | -9 | 14 | 2 | 0.7 | -3 | 32
O=C(NC1CCCCC1)N(Cc1nc2ccccc2c(=O)[nH]1)C1CCCCC1
    -7 | 0.31 | 2 | 7 | -9 | 0.22 | 0.9 | 20 | 11
CCc1c(C)nc(SC)n(CC#N)c1=O
    -3 | -0.13 | 5 | 6 | -4 | -0.49 | 1.2 | 27 | -21
O=C(CSc1nnc(Cn2c(=O)sc3ccccc32)n1-c1ccccc1)Nc1nccs1
    15 | -0.64 | 6 | · | · | · | 0.3 | 13 | 68*
CCn1c(SCC(=O)N2c3ccccc3CCc3ccccc32)nc2c1c(=O)n(C)c(=O)n2C
    · | -0.36 | · | -7 | 7 | 0.55 | · | · | ·
C=CCNc1nc(C2(C)CC3(CC(C)(C)OC3=O)C(=O)O2)cs1 (centres undefined)
    1 | 0.22 | -1 | -7 | 5 | 2.6 | 1.2 | 8 | -23
COC(=O)C(O)(CC(=O)Nc1ccccc1OC)C(F)(F)F (centres undefined)
    · | 0.63 | · | 4 | -5 | -0.55 | · | · | ·
c1csc(-c2cn3c(n2)SCC3)c1
    -8 | -0.08 | 5 | -7 | 7 | -0.7 | 1.1 | 7 | -12
O=C(c1ccc(Cl)cc1)N(Cc1cccs1)C1CCS(=O)(=O)C1 (centres undefined)
    -3 | -0.0049 | 0 | 1 | -1 | 1.5 | 1 | 24 | 5
S=C1NC(c2ccccc2)=NCN1c1ccccc1
    4 | 0.61 | 4 | -21 | 22 | 0.5 | 0.4 | 24 | 65*
Cn1c(=O)oc2cc(S(=O)(=O)N3CCC4(CC3)OCCO4)ccc21
    3 | 1.6 | 6 | 2 | -6 | 1.1 | 1 | 18 | -2
Cc1ccc(N(CC(=O)N2CC(=O)Nc3ccccc32)S(=O)(=O)c2ccc3c(c2)OCCO3)cc1
    2 | 0.14 | 2 | -6 | 9 | -2.8 | · | 8 | ·
CN(C)C(=O)CN(C)S(=O)(=O)c1ccc(Cl)cc1
    1 | 0.016 | -1 | -9 | 7 | -0.22 | 1.1 | 6 | -10
CCCCOc1ccc(Cl)cc1CSc1nncn1N
    -11 | 0.01 | 4 | 2 | 1 | -0.29 | 0.3 | -13 | 74*
O=C(Nc1ccc(N2CCCCC2)cc1)c1ccc2c(c1)OCCO2
    -2 | 0.03 | -4 | -2 | 2 | -0.17 | 0.9 | 8 | 14
O=C(OCC(=O)c1ccc([N+](=O)[O-])cc1)/C(=C\c1ccc(Cl)cc1)NC(=O)c1ccccc1
    0 | -0.7 | -6 | 10 | -7 | 2.6 | · | 17 | ·
Cn1c(/N=C/c2c(O)ccc3ccccc23)nc2ccccc21
    -17 | · | 7 | -5 | 1 | -0.18 | 0.7 | 15 | 29
COc1cccc(NC(=O)CN2CCC(C)CC2)c1
    4 | -0.47 | 1 | 4 | -6 | 0.81 | 0.5 | 17 | 54*
CC1CN=C(N(C(=O)Nc2ccccc2)c2ccc(S(=O)(=O)N3CCOCC3)cc2)S1 (centres undefined)
    -4 | 0.69 | -5 | 11 | -7 | 1.6 | 0.5 | 8 | 46
Cc1ccc(Nc2nc(N)nc(CSc3ncccn3)n2)cc1
    -4 | 0.75 | -2 | 0 | -4 | 0.07 | 0.6 | 2 | 42
CCOC(=O)N1CCN(C(=O)CSCc2ccccc2C)CC1
    9 | 0.17 | 2 | -6 | 10 | 0.83 | 0.7 | 8 | 32
COCCCNC(=O)CN(c1cccc(Cl)c1C)S(C)(=O)=O
    -6 | -0.4 | 6 | 3 | -5 | 0.26 | · | 1 | ·

Screens from PubChem.
